Source: PubChem (several laboratories)
Pf gamet viab – inhibitors of late stage P. falciparum gametocyte viability; 0.065% of 150,000 active; P. falciparum stage V gametocytes, ATP luminescence, 24 h; inhibition, % at 10.9 µM;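 active = inhibition above the mean plus 3 SD of compounds within the control limits, set per campaign, cut at about 38% in these data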;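 also: 0% = DMSO wells and 100% = medium only without gametocytes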
ABCG2 block – human ABCG2 inhibition, ABCB1 as counter-screen. inhibition, % at 6.6 µM. Q9UNQ0. AID 1325. IgMXP3 cells, JC-1 efflux, flow cytometry. 0.1% of 190,000 active;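 active = inhibition above 80%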;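 also: 0% = DMSO and 100% = nicardipine control wells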
Target sequence (Q9UNQ0 whole entry, looked up): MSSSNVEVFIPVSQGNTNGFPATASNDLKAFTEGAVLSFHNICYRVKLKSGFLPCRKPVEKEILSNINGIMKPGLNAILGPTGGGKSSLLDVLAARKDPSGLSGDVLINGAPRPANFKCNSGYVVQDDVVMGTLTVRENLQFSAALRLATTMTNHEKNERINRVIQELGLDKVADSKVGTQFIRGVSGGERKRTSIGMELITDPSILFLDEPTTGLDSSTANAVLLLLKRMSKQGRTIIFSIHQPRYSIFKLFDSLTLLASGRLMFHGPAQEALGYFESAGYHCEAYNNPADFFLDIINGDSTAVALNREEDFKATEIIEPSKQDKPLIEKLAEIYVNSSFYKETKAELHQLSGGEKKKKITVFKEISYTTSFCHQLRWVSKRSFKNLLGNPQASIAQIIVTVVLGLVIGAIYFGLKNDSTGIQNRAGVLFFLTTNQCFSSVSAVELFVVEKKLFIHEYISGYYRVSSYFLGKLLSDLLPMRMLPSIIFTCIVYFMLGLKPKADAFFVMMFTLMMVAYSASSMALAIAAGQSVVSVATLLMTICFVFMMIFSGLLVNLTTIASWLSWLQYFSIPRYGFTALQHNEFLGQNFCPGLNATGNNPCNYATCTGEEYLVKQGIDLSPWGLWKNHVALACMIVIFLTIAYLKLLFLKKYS
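material = IgMXP3 (ABCG2) plus far-red-tagged CCRF-Adr (ABCB1) cells | amount = 3 million cells/mL, equal mix of both lines | also added = JC-1 transporter substrate | dosing = one concentration, 6.6 µM final | schedule = 10 min at 25 °C | measured by = flow cytometric JC-1 green MFI at 530 nm | read-out basis = percent efflux inhibition, scaled nicardipine 100% to DMSO 0%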
Cdc42 wt – modulators (inhibitors or activators) of GTP binding to human Cdc42 wildtype. P60953. AID 761. percent activity (GTP binding), % at 10 µM. GST-Cdc42 beads, Bodipy-GTP binding, flow cytometry; actives lie on both sides. 0.2% of 190,000 active;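 active = percent activity GTP binding at least 20 points away from the 100% baseline, either down as inhibitor or up as activator; inconclusive = compound flagged as likely green fluorescent from well-wide comparison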;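 also: median bead fluorescence of bound Bodipy-FL-GTP at 100 nM; 0% = excess unlabeled GTP control and 100% = no compound control; below 100% means less GTP binding so inhibitor and above means activator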
Rab2A wt mod – changes GTP binding to wildtype dog Rab2A, up or down. P61105. 0.19% of 190,000 active. AID 760. GTP binding activity, % at 10 µM. GST-Rab2 wt beads, Bodipy-GTP binding, flow cytometry;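 active = GTP binding activity at least 20 points away from 100%, either lowered or raised; inconclusive = signal likely due to the compound's own green fluorescence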;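 also: 0% = beads with excess unlabeled GTP and 100% = no-compound control corrected for plate trend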
Rac1 act GTP bind – modulators of GTP binding to human Rac1 activated mutant; P63000; percent activity (GTP binding), % at 10 µM; GST-Rac1 activated beads, fluorescent GTP binding, flow cytometry; actives lie on both sides; 100% means binding = to untreated wells; 0.11% of 190,000 active; AID 764;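 active = GTP binding at least 20 percentage points away from the 100% baseline, in either direction, so actives lie on both sides; inconclusive = Compound likely fluorescent itself, or too few beads counted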
HRas wt GTP – modulators of GTP binding to human HRas wildtype | P01112 | GST-Ras wt beads, Bodipy-FL-GTP binding, flow cytometry; actives lie on both sides | GTP binding activity, % at 10 µM | 0.14% of 190,000 active | AID 759;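 active = GTP binding activity at least 20% away from the 100% baseline, either lowered as inhibitor or raised as activator; inconclusive = flagged as likely green fluorescent, judged across all proteins in the well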;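 also: 0% = unlabeled GTP competition control and 100% = no-compound control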
Target sequence (P01112 whole entry, looked up): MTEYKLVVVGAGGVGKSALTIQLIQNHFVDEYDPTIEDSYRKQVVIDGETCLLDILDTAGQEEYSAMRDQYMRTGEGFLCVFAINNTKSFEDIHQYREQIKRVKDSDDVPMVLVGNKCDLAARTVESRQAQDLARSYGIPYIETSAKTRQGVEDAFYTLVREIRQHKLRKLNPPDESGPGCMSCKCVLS
Rab7 wt GTP bind – dog Rab7 wildtype GTP binding, inhibitors and activators. GST-Rab7 beads, fluorescent GTP binding, flow cytometry; actives lie on both sides; untreated = 100%, excess cold GTP = 0%. GTP binding activity (percent of control), % at 10 µM. 0.055% of 190,000 active. AID 758;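 active = fluorescent GTP binding to Rab7 beads changed by at least 20 points from the 100% baseline, either direction, mostly lower; inconclusive = compound itself probably fluorescent, or too few beads counted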;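 also: median green fluorescence of bound Bodipy-FL-GTP per Rab7 bead population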
Avidin fluor – avidin bead compound fluorescence profile | Avidin beads, compound fluorescence 488/530 nm, flow cytometry; hits give high values | fluorescence (KMESF) at 10 µM | 0.38% of 220,000 active | AID 1775; in the data active = fluorescence above about 47; also: inactives centre near 10
GSH fluor – compound fluoresces at 488/530 nm on GSH beads; GSH beads flow cytometry, compound fluorescence 488/530 nm; hits give high values; fluorescence (KMESF) at 10 µM; 0.25% of 190,000 active; AID 1776; in the data active = fluorescence above about 89;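 also: glutathione beads carrying GST-tagged Bcl family fusion proteins plus one bare bead set; values are compound well signal with DMSO vehicle wells as background; inactives centre near 16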
Rac1 wt modul – alters GTP binding to wildtype human Rac1; GST-Rac1 beads, fluorescent GTP binding, flow cytometry; actives lie on both sides; 0 = cold GTP competed, 100 = untreated; GTP binding activity (% of control), % at 10 µM; 0.27% of 190,000 active; AID 757;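 active = GTP binding activity at least 20 points away from the 100% control level, either lower or higher; inconclusive = compound flagged as likely green fluorescent, judged across all proteins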
ABCB1 block – inhibitors of human ABCB1 transporter, ABCG2 counter-screen | 0.067% of 190,000 active | inhibition, % at 6.6 µM | CCRF-Adr cells, JC-1 efflux, flow cytometry | AID 1326; in the data active = inhibition above about 40%;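 also: 0% = vehicle and 100% = reference inhibitor; higher value means more JC-1 retained so stronger ABCB1 efflux block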
* = called active by the depositor; ? = inconclusive; . = no result given.

nr	SMILES	Pf gamet viab	ABCG2 block	Cdc42 wt	Rab2A wt mod	Rac1 act GTP bind	HRas wt GTP
1	Cc1ccccc1NC(=O)CSc1nc2cc3c(cc2cc1C)CCC3	.	9	102	99	99	99
2	Cc1noc(/C=C/c2ccco2)c1S(=O)(=O)N1CCC(C(=O)N2CCc3ccccc32)CC1	.	0	98	98	95	97
3	Cc1ccc(SCCC(=O)N2CCOCC2)cc1	-14	4	103	101	101	102
4	COc1ccccc1NC(=O)c1nnn(Cc2ccccc2)c1NC(C)=O	-4	13	98	98	97	96
5	COc1ccccc1N1CCN(C2CCN(C(=O)COc3cccc(C)c3)CC2)CC1	-4	0	101	100	98	100
6	N/C(=N\N=C\c1ccnc2ccccc12)SC1CC(=O)N(c2ccc(Br)cc2)C1=O (stereo not given)	.	-1	97	95	93	96
7	N#Cc1cc(C#N)c(N2CCN(c3cccc(Cl)n3)CC2)nc1N	.	2	?	?	?	?
8	COc1ccc(C2=NN(CN3C(=O)C(=O)c4ccccc43)C(c3ccc(OC)cc3)C2)cc1 (stereo not given)	.	17	96	95	100	95
9	COCCN(CCOC)S(=O)(=O)c1ccc(C(=O)Nc2nc3c(s2)CCc2ccccc2-3)cc1	16	22	107	102	100	104
10	CCCc1nc(SCC(=O)N2CCc3ccccc3C2)c2ccccc2n1	16	13	104	99	100	101
11	CCn1c(CNC(=O)COc2ccc(C(C)C)cc2)nnc1SCC(=O)Nc1ccc(F)cc1	.	3	105	102	99	102
12	Cc1cccc(C(=O)N[C@H](C(=O)Nc2ccc(C)c(S(=O)(=O)N(C)C)c2)C(C)C)c1	18	4	99	99	97	99

nr	Rab7 wt GTP bind	Avidin fluor	GSH fluor	Rac1 wt modul	ABCB1 block
1	98	33	13	100	1.8
2	98	6	27	96	0.6
3	100	16	31	106	-0.6
4	100	9	33	99	1.1
5	100	11	3	102	5.5
6	96	37	14	95	-0.2
7	?	4	12	?	0.3
8	91	4	24	102	1.1
9	99	15	6	108	0.9
10	97	13	10	106	4.3
11	103	9	12	109	0.5
12	94	11	14	100	0.2

Next entries.
nr	SMILES	Pf gamet viab	ABCG2 block	Cdc42 wt	Rab2A wt mod	Rac1 act GTP bind	HRas wt GTP
13	c1csc(-c2cn3ccc4ccccc4c3n2)c1	-22	22	99	99	99	102
14	CC(=O)Nc1sc(N/N=C\c2ccccc2F)nc1-c1cccs1	25	-4	104	101	102	104
15	O=C(COC(=O)Cc1c[nH]c2ccccc12)Nc1cccc2ccccc12	.	13	100	96	97	99
16	O=C(CCc1ccccc1O)N/N=C/c1ccc(Sc2cccc3cccnc23)o1	12	.	93	93	94	94
17	CC1CCCN(C(=O)C2(NC(=O)Nc3cccc(F)c3)CCCCC2)C1 (stereo not given)	-10	1	95	96	97	97
18	CCn1c2ccccc2c2cc(NC(=O)COC(=O)Cc3cn4ccsc4n3)ccc21	-1	1	103	101	99	102
19	O=C1CC(N2CCOCC2)C(=O)N1c1ccc2c(c1)OCO2 (stereo not given)	.	1	104	103	101	105
20	CSc1ccccc1C(=O)Nc1ccc(C)cc1C	-3	16	99	103	96	100
21	CC(C)C(=O)Nc1ccc2oc(=O)ccc2c1	-3	1	98	98	98	95
22	COc1ccc(N2CCN(C(=O)CSc3nnc(-c4cccnc4)n3-c3ccc(F)cc3)CC2)cc1	.	-4	98	99	98	100
23	Cc1ccc(CN=C(Nc2ccccc2)NC2CCCCC2)cc1	-7	11	97	97	98	97
24	O=C1CN(c2nc(-c3cccnc3)nc3sc4c(c23)CCCC4)CCN1	-4	1	92	92	92	92

nr	Rab7 wt GTP bind	Avidin fluor	GSH fluor	Rac1 wt modul	ABCB1 block
13	93	8	10	99	-2.0
14	101	10	19	109	-0.5
15	99	16	10	101	0.7
16	94	10	32	95	3.0
17	103	26	8	97	0.0
18	102	18	13	103	0.1
19	103	7	10	111	0.4
20	104	9	17	98	0.0
21	94	13	13	95	0.1
22	99	11	12	103	1.1
23	98	2	10	97	1.8
24	100	9	13	94	1.6

Entries above with a furan ring, fused or not, in the order listed:
nr	SMILES	Pf gamet viab	ABCG2 block	Cdc42 wt	Rab2A wt mod	Rac1 act GTP bind	HRas wt GTP
2	Cc1noc(/C=C/c2ccco2)c1S(=O)(=O)N1CCC(C(=O)N2CCc3ccccc32)CC1	.	0	98	98	95	97
16	O=C(CCc1ccccc1O)N/N=C/c1ccc(Sc2cccc3cccnc23)o1	12	.	93	93	94	94

nr	Rab7 wt GTP bind	Avidin fluor	GSH fluor	Rac1 wt modul	ABCB1 block
2	98	6	27	96	0.6
16	94	10	32	95	3.0

(next part)
nr	SMILES	Pf gamet viab	ABCG2 block	Cdc42 wt	Rab2A wt mod	Rac1 act GTP bind	HRas wt GTP
25	O=C(CSc1cc(Cl)ccc1Cl)NC1CCCc2ccccc21 (stereo not given)	0	14	99	100	101	101
26	Cc1ccc(C)c(N2CCN(C(=O)CCn3c(=S)[nH]c4cc5c(cc4c3=O)OCO5)CC2)c1	15	22	93	93	95	93
27	CCOc1cc(/C=N/NC(=O)c2ccc(-c3csc(Nc4ccc(C)cc4)n3)cc2)ccc1OCC(=O)O	1	-5	90	88	89	90
28	COc1ccc(N(C(=O)c2ccncc2)S(=O)(=O)c2ccc3c4c(cccc24)C(=O)N3C)cc1	10	0	97	97	96	99
29	C/C(=C\c1ccccc1)CN1CCC(C(=O)N2CCCC(C)C2)CC1 (stereo not given)	.	-1	96	98	97	100
30	O=[N+]([O-])c1ccc(C[n+]2ccc(Cc3ccccc3)cc2)cc1	3	10	101	101	100	98
31	CC(C)C(=O)Nc1ccc(C(=O)NNC(=S)NC(=O)c2ccccc2[N+](=O)[O-])cc1	0	9	96	95	94	97
32	CCOC(=O)c1c(NC(=O)C2C3C=CC(CC3)C2C(=O)O)sc(C)c1CC (stereo not given)	.	-5	92	92	90	90
33	CCOc1ccc(-c2nc(CSCC(=O)NC3CCCc4ccccc43)c(C)o2)cc1 (stereo not given)	-10	41	99	97	99	101
34	COc1ccc(/C=N/Nc2nc3ccccc3c(=O)[nH]2)cc1	.	1	90	89	97	92
35	Fc1ccc(-c2n[nH]c(=S)n2CC2CCCO2)cc1 (stereo not given)	.	1	100	99	99	100
36	CN(C)C(=O)CN(c1ccc(F)c(Cl)c1)S(C)(=O)=O	.	1	104	103	100	102

nr	Rab7 wt GTP bind	Avidin fluor	GSH fluor	Rac1 wt modul	ABCB1 block
25	95	14	6	108	0.0
26	94	21	25	96	1.7
27	94	6	57	89	-2.9
28	100	14	21	101	2.7
29	97	27	9	99	-0.2
30	110	11	19	101	0.7
31	97	10	9	97	1.5
32	93	5	11	95	-0.4
33	101	14	24	103	6.7
34	95	13	19	95	0.5
35	98	5	25	102	0.1
36	102	8	16	108	0.2

Remaining list, next part
nr	SMILES	Pf gamet viab	ABCG2 block	Cdc42 wt	Rab2A wt mod	Rac1 act GTP bind	HRas wt GTP
37	O=C(c1ccc(S(=O)(=O)N2CCCCC2)cc1)N1CCN(c2ccccc2)CC1	-6	0	96	98	98	97
38	CC(=O)N1CCN(CCN=CC2=C(O)CC(C)(C)CC2=O)CC1	-9	1	104	102	100	105
39	O=C(c1ccccc1)c1ccc2nc(-c3ccc(NC(=O)c4ccccc4F)cc3)[nH]c2c1	.	-2	98	96	98	98
40	CCOC(=O)N1CCC(NC(=O)C(CC(C)C)NC(=O)C2CCC(C)CC2)CC1 (stereo not given)	.	1	103	101	102	101
41	COc1ccc2c(c1OC)C(=O)OC2Nc1nc(-c2ccccc2)cs1 (stereo not given)	.	-3	100	97	96	97
42	O=C(NCc1ccccc1)C1CCC1	-4	0	102	100	99	97
43	O=C(Nc1ccccc1)c1cccnc1N1CCCC1	.	1	104	101	101	102
44	O=C(Cc1ccccc1)Oc1coc(CSc2ncccn2)cc1=O	8	0	94	94	92	94
45	Cc1ccc2nc(SCC(=O)c3c(N)n(C)c(=O)n(C)c3=O)[nH]c2c1	12	-6	98	94	92	96
46	COc1cccc(CNC(=O)CCS(=O)(=O)c2cccc3nonc23)c1	8	79	?	?	?	?

nr	Rab7 wt GTP bind	Avidin fluor	GSH fluor	Rac1 wt modul	ABCB1 block
37	100	1	31	97	0.3
38	101	11	17	101	0.1
39	99	23	13	100	-0.4
40	98	7	32	104	0.0
41	97	12	29	102	-0.3
42	97	6	12	104	0.0
43	99	35	24	105	0.2
44	97	9	24	97	-0.3
45	104	10	19	91	-1.1
46	?	24	29	?	0.9
